From PubChem BioAssay
GDH-TPI inh: GDH-TPI coupling enzyme inhibitors, primary screen, artefact control for M. tuberculosis FBA inhibitor project, biochemical, absorbance, full deck | GDH-TPI coupled enzyme counterscreen, NADH absorbance | inhibition, % at 4.8 µM | 1.2% of 360,000 active; in the data active = inhibition above about 30%;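 note: 0% = DMSO wells and 100% = wells lacking the enzyme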
BoNT F protease: BoNT/F light chain protease inhibitors, primary screen, biochemical, flow cytometry, MLPCN library | Botulinum neurotoxin type F light chain protease (Clostridium botulinum) | Multiplex microsphere protease cleavage assay | inhibition, % at 10 µM | 0.22% of 360,000 active | AID 588497, 2011; in the data active = inhibition above about 35%, passing the limit was not always enough; inconclusive = no clear call, values can overlap the other calls; note: plate controls were buffer without enzyme for full effect and enzyme alone for no effect
UGM FP inh: M. tuberculosis UGM enzyme inhibitors, primary screen, biochemical, fluorescence polarization, single point; AID 504406, 2011; purified UGM, fluorescence polarization probe displacement; inhibition, % at 10 µM; 0.06% of 320,000 active; in the data active = inhibition above about 10%, passing the limit was not always enough; inconclusive = no clear call, values can overlap the other calls
FBA Mtb inh: Mtb FBA enzyme inhibitors, primary screen, biochemical, fluorescence, strain H37Rv; Fructose-bisphosphate aldolase (Mycobacterium tuberculosis (strain ATCC 25618 / H37Rv)), …; purified M. tuberculosis FBA, fluorescence read-out; inhibition, % at 1 µM; 2.3% of 360,000 active; AID 588726, 2011; in the data active = inhibition above about 27%;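 note: 0% = vehicle and 100% = reference inhibitor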
Target sequence (P9WQA3 whole entry, looked up): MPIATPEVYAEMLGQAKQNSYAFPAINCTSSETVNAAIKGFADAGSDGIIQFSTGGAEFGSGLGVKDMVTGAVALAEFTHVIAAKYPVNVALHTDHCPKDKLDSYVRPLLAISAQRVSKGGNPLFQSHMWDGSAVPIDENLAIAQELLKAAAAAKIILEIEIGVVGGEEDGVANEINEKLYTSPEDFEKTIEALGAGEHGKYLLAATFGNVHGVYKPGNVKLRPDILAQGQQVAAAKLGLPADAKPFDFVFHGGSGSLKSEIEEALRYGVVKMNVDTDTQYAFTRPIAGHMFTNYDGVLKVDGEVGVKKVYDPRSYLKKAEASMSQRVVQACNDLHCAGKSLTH
FadD28 binding: inhibitors of FadD28 bisubstrate probe binding, primary screen, biochemical, fluorescence polarization, single point. 0.22% of 360,000 active. inhibition, % at 12.5 µM; in the data active = inhibition above about 8.5%, passing the limit was not always enough; inconclusive = no clear call, values can overlap the other calls
Rv3671c inh: Rv3671c serine protease inhibitors, primary screen, biochemical, fluorescence polarization, M. tuberculosis H37Rv. P9WHR9. inhibition, % at 5.96 µM. 0.048% of 320,000 active; in the data active = inhibition above about 38%;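 note: extracellular domain of Rv3671c used as enzyme; 0% = enzyme with DMSO and 100% = no enzyme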
Target sequence (P9WHR9 whole entry, looked up, the tested form may be a part): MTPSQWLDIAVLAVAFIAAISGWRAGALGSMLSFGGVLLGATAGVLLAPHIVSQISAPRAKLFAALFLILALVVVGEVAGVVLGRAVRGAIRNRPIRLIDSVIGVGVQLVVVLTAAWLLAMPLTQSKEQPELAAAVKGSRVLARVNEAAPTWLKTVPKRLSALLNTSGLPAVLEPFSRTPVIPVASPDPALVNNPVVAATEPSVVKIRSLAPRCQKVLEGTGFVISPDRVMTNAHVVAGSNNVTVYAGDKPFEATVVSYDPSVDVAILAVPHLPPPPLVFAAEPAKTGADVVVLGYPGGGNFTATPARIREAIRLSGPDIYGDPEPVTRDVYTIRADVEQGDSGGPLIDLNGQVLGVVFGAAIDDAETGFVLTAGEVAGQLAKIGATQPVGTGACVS
MazF activator: activators of E. coli MazEF toxin-antitoxin RNase, primary screen, biochemical, fluorescence, uHTS; Endoribonuclease toxin MazF (Escherichia coli (strain K12)), P0AE70; FAM/BHQ RNA-DNA oligo cleavage fluorescence, 5 h; activation, % at 20 µM; 0.32% of 350,000 active; in the data active = activation above about 50%
Target sequence (P0AE70 whole entry, looked up): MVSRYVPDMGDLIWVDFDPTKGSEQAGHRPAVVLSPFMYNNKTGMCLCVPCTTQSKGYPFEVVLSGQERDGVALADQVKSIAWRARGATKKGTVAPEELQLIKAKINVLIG
Mtb BioA inh: M. tuberculosis BioA enzyme inhibitors, primary screen, biochemical, plate reader, single point, HTS; 7,8-diaminopelargonic acid synthase BioA (Mycobacterium tuberculosis); inhibition, % at 9.99 µM; purified M. tuberculosis BioA enzyme; 0.096% of 360,000 active; AID 602481, 2012; in the data active = inhibition above about 40%; inconclusive = no clear call, values can overlap the other calls
PrPC TRFRET: inhibitors of human cell surface prion protein PrPC, primary screen, cell-based, TR-FRET; Major prion protein (Homo sapiens), P04156; inhibition, % at 13.8 µM; TR-FRET read-out; 0.43% of 370,000 active; in the data active = inhibition above about 24%; note: 0% = median of the test wells and 100% = reference compound wells
The depositor's hits bear a star; ? = inconclusive; . = no result given. The order is random, and some 4.8% of all compounds hit somewhere here.

Below each SMILES – GDH-TPI inh, BoNT F protease, UGM FP inh, FBA Mtb inh, FadD28 binding, Rv3671c inh, MazF activator, Mtb BioA inh, PrPC TRFRET
> C1CN(CC2CCN(c3nc4nonc4nc3N3CCSCC3)CC2)CCO1
  10, 3, 2.8, 2, -3.6, -1, 3, -0.3, -1
> COc1ccc(OC)c(NC(=O)C2CC(=O)N(c3ccc(Br)cc3)C2)c1 (stereo not given)
  7, 10, -0.9, 1, -0.1, 0, -1, 3.2, -5
> COc1ccc(-c2csc(/C=C/c3ccc4c(c3)OCO4)n2)cc1OC
  12, -2, 1.8, 3, -0.1, -1, 4, ., -8
> O=C1NC(O)(c2ccccc2)Oc2ccccc21 (stereo not given)
  9, -5, -0.5, 0, -2.2, 3, 8, -0.6, 4
> C/C(=N\NC(=O)c1ccc(-n2cnnn2)cc1)c1ccc(C)cc1
  5, -7, -0.2, 3, -0.7, -4, 0, -4.8, 3
> CN(C)Cc1ccccc1CNC(=O)c1ccc(Cl)c(S(=O)(=O)NC2CC2)c1
  6, -5, ., -1, -0.8, ., 10, -2.2, 4
> CSc1ncccc1C(=O)NCCc1ccccc1
  -4, -2, -0.8, -1, -0.8, 1, 6, 1.7, 6
> Cc1cnc(C(=O)OCC(=O)NC23CC4CC(CC(C4)C2)C3)cn1
  2, 0, -2.7, 2, -1.6, -10, 1, 0.2, -3
> C=CCNC(=O)N1CCC(n2nccc2NC(=O)CCc2ccccc2)CC1
  5, -3, 0.1, -1, 0.3, 0, 9, -1.3, 0
> Cc1ccc(C(=O)Nc2ccc(Cl)cc2C(F)(F)F)c(Cl)c1
  6, 2, -2.6, -1, -0.3, -2, 2, -1.3, 0
> CCOC(=O)c1c(C)[nH]c(C)c1C(=O)COC(=O)c1cccnc1OCC
  2, 3, -0.4, 2, -0.8, 3, 3, 1.3, 4
> O=C(CC1Nc2ccccc2NC1=O)Nc1ccccc1 (stereo not given)
  4, 7, 0.7, 0, -5.8, -6, -4, -1.3, .
> CC(OC(=O)C1CCN(S(=O)(=O)c2ccc(C(C)(C)C)cc2)CC1)C(=O)N1CCOCC1 (stereo not given)
  -4, 3, 2.7, -2, -2.1, 5, 1, -0.9, 1
> C=C(C=O)CC1CC(O)[C@]2(C)OC3C[C@@H]4OC5C[C@]6(C)O[C@]7(C)CCC8OC9C[C@]%10(C)OC(/C(C)=C\CO)C(O)CC%10OC9CC(C)C8OC7CC6O[C@]5(C)C/C=C\C4OC3CC2O1 (stereo not given in full)
  -8, 4, -0.7, 0, -1.0, 5, 8, -8.1, .
> CN(CCO)S(=O)(=O)c1ccc2c(c1)C(=NO)c1cc(S(=O)(=O)N(C)CCO)ccc1-2
  3, -7, -2.6, 11, -4.8, -54, 0, -4.0, -34
> Cc1ccccc1S(=O)(=O)N(C)C[C@@H]1OCc2cnnn2CCCC(=O)N([C@H](C)CO)C[C@@H]1C
  8, -2, ., 1, -1.4, ., 1, -0.7, -2
> S=c1[nH]nc(-c2ccc(Br)cc2)n1Cc1ccccc1
  -2, 0, 3.7, 0, 3.1, 10, 1, ., 5
> COc1ccccc1NC(=O)c1cccc(S(=O)(=O)N2CCN(c3ccccc3)CC2)c1
  8, -5, -1.7, 3, 0.5, 0, -2, ., 1
> O=C(O)C1C2CCC(C2)C1C(=O)N1CCCC1 (stereo not given)
  15, ?, 4.0, 0, 0.8, -5, 3, -0.3, 4
> Cc1ccc(NC(=S)N2CCC(NC(=O)C3CCCCC3)CC2)cc1C
  6, -2, 2.0, 2, -0.5, 1, -27, -5.9, 12

Random excerpt: 2 compounds from above, in no set order.
Below each SMILES – GDH-TPI inh, BoNT F protease, UGM FP inh, FBA Mtb inh, FadD28 binding, Rv3671c inh, MazF activator, Mtb BioA inh, PrPC TRFRET
> C1CN(CC2CCN(c3nc4nonc4nc3N3CCSCC3)CC2)CCO1
  10, 3, 2.8, 2, -3.6, -1, 3, -0.3, -1
> O=C(O)C1C2CCC(C2)C1C(=O)N1CCCC1 (stereo not given)
  15, ?, 4.0, 0, 0.8, -5, 3, -0.3, 4

Continuation.
Below each SMILES – GDH-TPI inh, BoNT F protease, UGM FP inh, FBA Mtb inh, FadD28 binding, Rv3671c inh, MazF activator, Mtb BioA inh, PrPC TRFRET
> N#CCNc1ccc([N+](=O)[O-])cc1C#N
  17, ?, 0.9, -4, -1.1, 1, -15, ., -8
> COc1ccc(CCC(=O)Nc2ccc(N3CCOCC3)cc2)cc1
  2, ., -1.3, 2, -1.2, -7, 10, -1.1, 10
> Cc1ccc(-n2ncc3c(NCc4ccco4)ncnc32)cc1C
  -3, -2, 1.2, 0, -2.0, 1, 5, ., 11
> Brc1cccc(OCCCCn2cncn2)c1
  -1, 10, 1.9, 0, -1.2, -1, 17, 0.2, -5
> CCNC(=O)C1(C)CCN(C(=O)CCc2ccccc2)C1 (stereo not given)
  12, -1, ., -1, 0.6, ., ., -0.8, .
> COc1cccc(C(=O)OCC(=O)Nc2sc3c(c2C(N)=O)CCC3)c1O
  12, -6, ., 2, ., -6, 3, -0.8, 0
> COc1ccc(CNC(=O)N2CCc3nc(Nc4cc(OC)c(OC)c(OC)c4)ncc3C2)cc1
  -1, -3, ., -2, 0.2, ., ., 1.1, -5
> CCNC(=O)Cc1ccc(NS(=O)(=O)c2ccc(F)cc2)cc1
  22, 1, 0.1, 0, -1.4, -4, 4, -1.8, 6
> COCCC(=O)N1CCC(Oc2ccc(C(=O)NCc3cc(C)n(C)n3)cc2)CC1
  -8, 4, 0.5, 0, -4.6, 10, 14, 1.1, 2
> CC(C)C(NC(=O)c1ccccc1F)C(=O)Nc1ccc2c(c1)OCO2 (stereo not given)
  2, -6, 1.9, 1, -1.1, 1, 4, ., 6
> O=C(Cn1cc(C(F)(F)F)ccc1=O)Nc1ccc2c(c1)OCO2
  -8, 1, ., 1, 0.3, ., 2, 1.3, 3
> CCOc1ccc(C(=O)NCCCn2ccnc2)cc1
  -12, 2, 0.7, 0, -3.5, 3, 0, 1.0, -3
> CCC[C@H]1CN(c2ccc(Br)cc2)C(=O)[C@@H]1CC(=O)Nc1ccccc1
  -13, 0, ., -3, -4.0, ., 3, 1.0, 5
> C/C(=N\NC(=O)c1nnn(-c2nonc2N)c1-c1ccc2c(c1)OCO2)c1ccc(C)cc1
  6, 14, -3.2, 0, -0.9, -23, -9, -0.5, -9
> COc1ccc(C(=O)NNC(=O)COc2ccc(Cl)cc2C)cc1S(=O)(=O)N1CCOCC1
  -3, 5, 4.9, -3, -1.5, -3, 7, -0.1, 4
> CCn1c(SCC(=O)NC2CC2)nnc1-c1csc(C)c1
  8, 12, 1.0, -1, 0.9, -5, 8, 2.7, -2
> CCOC(=O)c1cn(C2CC2)c2c(F)c(F)c(F)cc2c1=O
  -1, -1, -1.7, -1, -2.7, 5, 4, ., -1
> COC(=O)c1ccc(CC2(C)C(=O)Nc3ccc(-c4cccc(C(F)(F)F)c4)cc32)o1 (stereo not given)
  6, -6, ., -1, -2.3, ., ., -1.1, -3
> CCOC(=O)N1CCN(S(=O)(=O)c2ccc(C(=O)Nc3sc4c(c3C#N)CCC4)cc2)CC1
  2, -3, -1.5, -2, -1.3, -17, 34, -0.7, 6
> CCN(C1CCCCC1)S(=O)(=O)CCNC(=O)c1ccc(OC)cc1
  5, 0, ., -2, -2.1, ., 6, -0.1, 12
> Cc1ccccc1NC(=S)N/N=C/c1ccc(O)cc1O
  56*, -3, -0.8, 2, 0.1, 28, 8, 1.6, -7
> Cc1ccc(-c2ccc(/C=N\NC(=O)C3C(=O)NCC3c3ccccc3)o2)cc1Cl (stereo not given)
  30, 3, -1.9, 0, -0.1, -24, 2, -6.1, 2
> O=C(Cn1ncc2c3ccccc3n(Cc3ccccc3)c2c1=O)NCCCN1CCCC1
  9, -2, 0.2, 8, -3.7, 2, 12, 4.1, -5
> CCOC(=O)C1C(CC)NC(=S)NC1(C)O (stereo not given)
  6, -2, -1.2, 2, -1.3, 0, 9, -0.5, 4
> CCOc1ccccc1C(=O)NCCCCCC(=O)O
  -4, 23, 0.9, 3, 0.4, 1, -4, -0.3, -4
> Cc1ccc(OC(=O)C2CCN(C(=O)c3ccccc3C)CC2)c(Br)c1
  4, -7, -0.5, -1, -3.3, 5, -5, -1.6, -3
> O=C(c1ccccc1Oc1ccccc1)N1CCN(c2ccc(F)cc2)CC1
  -3, -17, -2.1, 2, -2.9, -1, -8, -0.4, .
> CCOc1cc([N+](=O)[O-])c2nc(N)sc2c1
  7, 1, -0.1, 0, -0.4, -1, 12, -1.5, -12
> COc1ccc(-c2csc(N3CCC(C(N)=O)(N4CCCCC4)CC3)n2)cc1
  -4, -1, 5.4, 2, -1.9, -1, -2, 1.3, -1
> C/C(=N\Nc1ccc(F)cc1F)c1ccccc1O
  22, -4, 6.3, 0, -0.8, 0, 1, ., 7
> COc1ccccc1CC(=O)NNC(=O)c1ccc(C(C)(C)C)cc1
  3, 2, 1.8, 1, -1.3, ., 6, -0.2, -3
> Cc1sc(NC(=O)COc2ccccc2)c(C#N)c1-c1ccccc1
  16, -12, -2.7, -2, 0.3, -4, 1, -1.1, 7
> O=c1cc(CN2CCc3ccccc32)nc2sccn12
  13, -68, 1.5, 6, -1.0, 5, -4, 2.7, 0
> CN(C)c1nc(Oc2ccc(=O)[nH]n2)nc(N2CCCCC2)n1
  0, 2, -1.5, 2, 0.2, -3, 9, -2.5, -4
> Cc1cccc(N(C(=O)Nc2ccccc2)C2=NCC(C)S2)c1 (stereo not given)
  5, -19, -0.1, 1, -1.7, 1, 10, 0.1, 4

Reformatted: entries from further up.
Structure,GDH-TPI inh,BoNT F protease,UGM FP inh,FBA Mtb inh,FadD28 binding,Rv3671c inh,MazF activator,Mtb BioA inh,PrPC TRFRET
C/C(=N\NC(=O)c1nnn(-c2nonc2N)c1-c1ccc2c(c1)OCO2)c1ccc(C)cc1,6,14,-3.2,0,-0.9,-23,-9,-0.5,-9
COc1ccc(C(=O)NNC(=O)COc2ccc(Cl)cc2C)cc1S(=O)(=O)N1CCOCC1,-3,5,4.9,-3,-1.5,-3,7,-0.1,4
CCn1c(SCC(=O)NC2CC2)nnc1-c1csc(C)c1,8,12,1.0,-1,0.9,-5,8,2.7,-2
CCOC(=O)c1cn(C2CC2)c2c(F)c(F)c(F)cc2c1=O,-1,-1,-1.7,-1,-2.7,5,4,.,-1
